Compound activity (PubChem)
CHX counter: affects cycloheximide protein synthesis inhibition readout, counter-screen; max response, %; cell reporter, cycloheximide protein synthesis inhibition counterscreen; 300,000 compounds, 12% hits; AID 2314; in the data active means max response mostly above about 13%, no sharp cut-off; inactive means mostly below about 14%; further: read at 38.3 µM for the half of the compounds with a filed dose; 0% is about no effect
FBPA Giardia inh: blocks Giardia fructose-bisphosphate aldolase activity. A8B2U2. purified Giardia FBPA. Potency, µM (series often up to 59.6 µM), inactives show top-dose activity, negative = inhibition, actives largely listed as inhibitors. 290,000 compounds, 0.71% hits. AID 2451; further: potency means the concentration at half of the fitted maximal effect; on the % scale 0 is the no-effect control and ±100 the full control effect; nearly all actives have a fitted effect of over 55% in size
Target sequence (A8B2U2 whole entry, looked up): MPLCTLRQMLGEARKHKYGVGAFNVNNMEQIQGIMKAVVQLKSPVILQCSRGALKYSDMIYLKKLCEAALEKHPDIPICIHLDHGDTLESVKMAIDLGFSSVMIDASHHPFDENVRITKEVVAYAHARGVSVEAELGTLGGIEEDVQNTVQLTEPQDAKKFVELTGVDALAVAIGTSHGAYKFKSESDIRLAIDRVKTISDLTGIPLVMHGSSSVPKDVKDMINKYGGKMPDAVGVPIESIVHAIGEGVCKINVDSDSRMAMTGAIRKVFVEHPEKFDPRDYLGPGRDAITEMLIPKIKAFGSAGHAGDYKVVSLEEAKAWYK
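40 nM FBPA preincubated 10 min at RT with compound (up to 57.5 uM final), then substrate plus GAPDH/TPI/NAD/arsenate coupling and diaphorase/resazurin added. Fluorescence read after 20 min at RT, 525/598 nm.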
Pf growth 48h: P. falciparum growth inhibition at 48 hours (one generation). Potency, µM (top dose mostly 28.7 µM), for the others: at the highest dose activity change, negative = inhibition, usual class: inhibitors. P. falciparum luciferase growth in erythrocytes, 48 h. 310,000 compounds, 5.9% hits; further: potency means the concentration at half of the fitted maximal effect; on the % scale 0 is the no-effect control and ±100 the full control effect
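Luciferase-expressing parasites in RBCs, 2% Hct / 0.1% parasitemia final; RPMI 1640 + 0.5% Albumax; 37 C, 5% CO2, one generation; luminescence read-out, lower signal = inhibition.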
Sm TGR block: inhibitors of Schistosoma mansoni thioredoxin glutathione reductase; Q962Y6; AID 485364; purified TGR, DTNB reduction, TNB absorbance 405 nm; 360,000 compounds, 3% hits; Potency, µM (doses to about 114 µM), inactives show top-dose activity change, negative = inhibition, most hits filed as inhibitors; further: potency means the concentration at half of the fitted maximal effect; on the % scale 0 is the no-effect control and ±100 the full control effect; nearly all actives have a fitted effect of over 60% in size
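Kinetic colorimetric format: TGR-catalysed, NADPH-driven DTNB reduction monitored via TNB absorbance. Enzyme dispensed at 20 nM; compound exposure 15 min at room temperature before reaction start.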
Shiga toxin inh: inhibitors of Shiga toxin in Vero cells. Vero cells, Shiga toxin protein synthesis inhibition reporter. inhibition, % at 38.7 µM. 290,000 compounds, 9.2% hits. AID 2315; in the data active means inhibition mostly above about 28%, no sharp cut-off; inactive means mostly below about 43%; further: 0% is about no effect
Pf growth 96h: P. falciparum growth inhibition at 96 hours; P. falciparum luciferase reporter growth, 96 h; Potency, µM (series often up to 28.7 µM), without a hit: at the top dose activity change, negative = inhibition, most hits filed as inhibitors; 320,000 compounds, 6.9% hits; further: potency means the concentration at half of the fitted maximal effect; on the % scale 0 is the no-effect control and ±100 the full control effect
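Readout is luminescence from an integrated firefly luciferase in P. falciparum. Red cells, 2% hematocrit and 0.05% parasitemia final, were cultured with compound through two parasite generations (96 hours) at 37 C, 5% CO2.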
Active calls of the source: *; u = inconclusive; x = no result given; & = joins results of further samples; [ ] = another dose, or the depositor's remark. Unless noted, the call rests on the fitted dose curve; in most records, active means well fitted curve in the direction sought with a large enough effect; inconclusive means small, poorly fitted or top-dose-only effect, or another doubt; inactive means no such curve, though single readings can be large; an effect the other way counts as inactive or inconclusive.

SMILES	CHX counter	FBPA Giardia inh	Pf growth 48h	Sm TGR block	Shiga toxin inh	Pf growth 96h
Cc1c(C(=O)N/N=C/c2ccc(O)c(Br)c2)sc(N)c1C#N	8	-7%	u	u	14	2%
CCOC(=O)C1=C(CP(=O)(c2ccccc2)c2ccccc2)NC(=O)NC1c1ccc(Cl)cc1 (configuration not stated)	-2	-2%	u	-12%	-14	u
COc1ccc(C(C)=O)cc1COC(=O)c1cccnc1SC	1	-1%	-6%	3.2µM*	8	0%
Cc1nc(-c2c(C(=O)NNC(=O)Nc3c(C)cccc3C)noc2C)cs1	-1	7%	4%	12%	-11	19%
Cn1c(=O)c2c(nc(Oc3ccccc3)n2C)n(C)c1=O	2&-6	2%&6%	6%	-12%&-3%	1&-6	25%&-14%
O=C(/C(=C(\[O-])c1ccccc1)[n+]1ccc2ccccc2c1)c1ccc([N+](=O)[O-])cc1	10	-2%	9%	-9%	9	-22%
O=C(COC(=O)c1ccc(O)cc1)NCCc1c[nH]c2ccccc12	x	x	-27%	-18%	x	u
Nc1c(Br)cc(Br)c(N2CCCC2=O)c1Br	2	2%	22%	u	-9	u
CCC(=O)N1c2ccccc2-c2nnc(SC)nc2OC1c1ccc(OC)c(OC)c1 (configuration not stated)	-3	2%	x	8%	19	15%
COCCNc1nnnc2c1sc1nc(N3CCOCC3)c3c(c12)CC(C)(C)OC3	9	7%	u	-7%	-7	u
O=C(NC(=O)c1ccccc1)C1=C(N2CCCC2)COC1=O	x	x	332%[activator]	-3%	x	295%[activator]
O=C(COC(=O)CCC(=O)c1ccc(F)cc1)Nc1cccc(S(=O)(=O)N2CCOCC2)c1	1	-8%	0%	-24%	-16	13%
NNC(=O)[C@H](Cc1ccccc1)NC(=O)NCCc1ccccc1	-7	5%	-1%	13%	-7	4%
COCCNC(=O)C(OC(=O)c1cccs1)c1ccccc1 (configuration not stated)	4	0%	23%	5%	4	24%
CCN(CC)C(=O)Cn1cnc2c1c(=O)n(C)c(=O)n2C	-1	3%	9%	8%	9	x
CCN(CC)CCN1C(=O)C(=O)/C(=C(/O)c2ccc(OCC(C)C)cc2)C1c1ccncc1 (configuration not stated)	7	-2%	-12%	-6%	18	28%
Cc1cccc(C(=O)N2CCN(c3ccc([N+](=O)[O-])c(N4CCOCC4)c3)CC2)c1	6	2%	u	2%	-11	u
O=C(NCc1ccccn1)c1ccc(NS(=O)(=O)c2cccc([N+](=O)[O-])c2)cc1	x	x	6%	-6%	x	-5%
Cc1nnc(SCC(=O)NC(C)(C)C)n1C1CCCCC1	-3	6%	-3%	-3%	-3	5%
CCCOc1ncnc2c1sc1nc3c(cc12)COC(C)(C)C3	10	3%	51%[activator]	8%	16	39%[activator]
Cc1ccc(S(=O)(=O)NCCC(=O)Nc2ccc(S(=O)(=O)NC(C)C)cc2)cc1	-2	5%	9%	-8%	-2	7%
CCOC(=O)CCSc1nc(C)cc(C(F)(F)F)c1C#N	1	4%	u	1%	-9	40%[activator]
CC(Oc1cc2oc(=O)cc(-c3ccccc3)c2cc1Cl)C(=O)NCC1CCC(C(=O)O)CC1 (configuration not stated)	-3	-2%	-5%	8%	-1	u
COc1ccc(OCCNC(=O)CSc2ccc(C(F)(F)F)cc2[N+](=O)[O-])cc1	-2	3%	33%[activator]	-2%	-8	8%
CC(=O)c1cccc(NC(=O)c2cc(-c3ccco3)on2)c1	35*	0%	209%[activator]	8%	97*	-24%

Brought forward from above: 2 compounds; new compounds follow.
SMILES	CHX counter	FBPA Giardia inh	Pf growth 48h	Sm TGR block	Shiga toxin inh	Pf growth 96h
COc1ccc(OCCNC(=O)CSc2ccc(C(F)(F)F)cc2[N+](=O)[O-])cc1	-2	3%	33%[activator]	-2%	-8	8%
CC(=O)c1cccc(NC(=O)c2cc(-c3ccco3)on2)c1	35*	0%	209%[activator]	8%	97*	-24%
Cc1cc([N+](=O)[O-])nn1CC(=O)N/N=C/c1ccccc1F	-1	-2%	-11%	20%	11	5%
Fc1ccc(-c2cc3nc(-c4ccccc4)cc(N4CCN(CCN5CCOCC5)CC4)n3n2)cc1	1	6%	1µM*	-13%	-1	-2%
c1cncc(-c2csc(-c3cccnc3)n2)c1	9	5%	30%[activator]	13%	27	18%
COc1ccc(CN2CCN(CCc3ccccc3)C(CCO)C2)c(O)c1 (configuration not stated)	-2	1%	10µM*	45µM*	-8	18%
COc1ccccc1N(CC(=O)N1CCN(c2ccc(F)cc2)CC1)S(=O)(=O)c1ccc(C)cc1	-1	-2%	u	3%	-17	14%
COC(=O)c1cc(NS(=O)(=O)c2ccc(N3CCCCCC3)c([N+](=O)[O-])c2)cc(C(=O)OC)c1	-2	13%	25%	-26%	-6	0%
CC(C)(C)n1nnnc1C(c1ccccc1)N1CCc2ccccc2C1 (configuration not stated)	-1	-20%	u	35µM*	-8	u
CCc1ccccc1N(CC(=O)NC1CCCCC1)C(=O)CCC(=O)Nc1ccccn1	-7	-5%	u	-3%	-10	u
COc1cc2c(C(=O)N3CCN(C4CCCCC4)CC3)cn(CC(C)C)c(=O)c2cc1OC	1	-6%	u	-20%	-19	70%[activator]
CN(c1ccccc1)c1ccc(/C=C(\CCC(=O)O)c2nc3ccccc3s2)cc1[N+](=O)[O-]	16*	4%	4%	-1%	21	-5%
Cc1c(C(=O)OCc2nc3scc(-c4ccccc4)c3c(=O)[nH]2)cccc1[N+](=O)[O-]	3	3%	-10%	0%	13	-24%
O=C(CCN1C(=O)S/C(=C\c2ccc(Cl)cc2)C1=O)Nc1ccc(C(=O)O)cc1	2	x	-13%	-22%	-31	13%
N#CCC(CNc1ncc(C(F)(F)F)cc1Cl)OC(=O)c1cccc([N+](=O)[O-])c1 (configuration not stated)	-1	-2%	13µM*	9%	0	4.7µM*
CCOP(=O)(OCC)C(NC(=O)Nc1ccc(Cl)cc1)C(N)=O (configuration not stated)	-1	2%	18%	0%	-9	16%
CC(=O)N1N=C(c2ccco2)CC1c1ccc(Br)cc1 (configuration not stated)	1	0%	6%	-34%	11	10µM*
Cc1nnc(SCC(=O)N(C(C)C)C(C)C)nc1C	5	2%	3%	-2%	-5	-10%
CC(=O)c1cccc(N=Cc2c(O)ccc3ccccc23)c1	2	u	12%	-17%	-3	-8%
COC(=O)Nc1c(-c2ccccc2)nc2ccc(C)cn12	-1	-6%	6%	0%	13	4.7µM*
COc1ccc(/C(C)=N/Nc2nccnc2Cl)cc1	x	x	-61%	-9%	x	110%[activator]
CCN(CC)CCNC(=O)C1c2ccccc2C(=O)N(CCOC)C1c1ccc(F)cc1 (configuration not stated)	-3	3%	6%	-3%	-4	u
COC(=O)c1ccc(C(NC(=O)c2cccnc2)NC(=O)c2cccnc2)cc1	30*	-2%	154%[activator]	1%	66*	34%[activator]
CCC(C(=O)NC(C)(C)C)N(C(=O)Cn1nnc(-c2ccccc2F)n1)c1cccc2c1CCCC2 (configuration not stated)	2	0%	u	7%	3	u
COc1ccc(N2CCN(C(=O)COc3ccc(Cl)cc3Cl)CC2)cc1	3	u	x	7%	16	19%
CCOc1ccc(C2C(C(=O)c3ccc(C)o3)=C(O)C(=O)N2c2cc(C)on2)cc1OC (configuration not stated)	-1	-9%	21%	-24%	-3	-15%
C[N+](C)(C)CCOC(=O)CCC(=O)OCC[N+](C)(C)C	x	0%	5%	x	x	7%
Other records.
SMILES	CHX counter	FBPA Giardia inh	Pf growth 48h	Sm TGR block	Shiga toxin inh	Pf growth 96h
O=C(O)CN1C(=O)NC2NC(=O)NC21 (configuration not stated)	-7	5%	x	-1%	-14	0%
CCN(CC(=O)Nc1ccccc1OC)C(=O)COc1ccc2ccccc2c1	-2	-7%	22%	-2%	8	23%
O/N=C1\CCCc2ccc(Cl)cc21	7	-10%	-12%	-2%	15	57%[activator]
Cc1cc(/C=N/NC(=O)c2ccc(CN3CCOCC3)cc2)c(C)n1-c1ccccc1	1	-11%	-20%	-17%	-7	-20%
Cn1c(N)c(C(=O)COC(=O)CSc2ccc(Cl)cc2)c(=O)n(C)c1=O	2	-3%	-4%	0%	-2	0%
Cc1ccc(NC(=O)CCc2c(C)[nH]c(=O)c(C#N)c2C)cc1	-6	-7%	-49%	13%	-5	-3%
Cc1ccc2c(c1)N(C)/C(=C/c1cccc[n+]1C)S2	-2	-1%	5%[0.00184 µM]	-18%	6	0.47µM*
O=C(N/N=C/c1cccnc1)c1sc2ccccc2c1Cl	21*	-2%	u	-5%	17	-13%
Cc1ccc(NC(=O)N/C=C/c2ccc(Cl)cc2)cc1	55	x	2%	31%	29	u
CN(CC(=O)Nc1ccccc1-c1ccccc1)C1CCCCC1	-3	7%	u	-18%	1	106%[activator]

Exported in CSV form: part of the list above.
SMILES,CHX counter,FBPA Giardia inh,Pf growth 48h,Sm TGR block,Shiga toxin inh,Pf growth 96h
Cc1c(C(=O)N/N=C/c2ccc(O)c(Br)c2)sc(N)c1C#N,8,-7%,u,u,14,2%
CCOC(=O)C1=C(CP(=O)(c2ccccc2)c2ccccc2)NC(=O)NC1c1ccc(Cl)cc1 (configuration not stated),-2,-2%,u,-12%,-14,u
COc1ccc(C(C)=O)cc1COC(=O)c1cccnc1SC,1,-1%,-6%,3.2µM*,8,0%
Cc1nc(-c2c(C(=O)NNC(=O)Nc3c(C)cccc3C)noc2C)cs1,-1,7%,4%,12%,-11,19%
Cn1c(=O)c2c(nc(Oc3ccccc3)n2C)n(C)c1=O,2&-6,2%&6%,6%,-12%&-3%,1&-6,25%&-14%
O=C(/C(=C(\[O-])c1ccccc1)[n+]1ccc2ccccc2c1)c1ccc([N+](=O)[O-])cc1,10,-2%,9%,-9%,9,-22%
O=C(COC(=O)c1ccc(O)cc1)NCCc1c[nH]c2ccccc12,x,x,-27%,-18%,x,u
Nc1c(Br)cc(Br)c(N2CCCC2=O)c1Br,2,2%,22%,u,-9,u
CCC(=O)N1c2ccccc2-c2nnc(SC)nc2OC1c1ccc(OC)c(OC)c1 (configuration not stated),-3,2%,x,8%,19,15%
COCCNc1nnnc2c1sc1nc(N3CCOCC3)c3c(c12)CC(C)(C)OC3,9,7%,u,-7%,-7,u
O=C(NC(=O)c1ccccc1)C1=C(N2CCCC2)COC1=O,x,x,332%[activator],-3%,x,295%[activator]
O=C(COC(=O)CCC(=O)c1ccc(F)cc1)Nc1cccc(S(=O)(=O)N2CCOCC2)c1,1,-8%,0%,-24%,-16,13%
NNC(=O)[C@H](Cc1ccccc1)NC(=O)NCCc1ccccc1,-7,5%,-1%,13%,-7,4%
COCCNC(=O)C(OC(=O)c1cccs1)c1ccccc1 (configuration not stated),4,0%,23%,5%,4,24%
CCN(CC)C(=O)Cn1cnc2c1c(=O)n(C)c(=O)n2C,-1,3%,9%,8%,9,x
CCN(CC)CCN1C(=O)C(=O)/C(=C(/O)c2ccc(OCC(C)C)cc2)C1c1ccncc1 (configuration not stated),7,-2%,-12%,-6%,18,28%
Cc1cccc(C(=O)N2CCN(c3ccc([N+](=O)[O-])c(N4CCOCC4)c3)CC2)c1,6,2%,u,2%,-11,u
O=C(NCc1ccccn1)c1ccc(NS(=O)(=O)c2cccc([N+](=O)[O-])c2)cc1,x,x,6%,-6%,x,-5%
